Screening data: PubChem BioAssay, National Center for Advancing Translational Sciences (NCATS)
HCMV inh: human cytomegalovirus inhibition; activity change, negative = inhibition, % at 57.5 µM; 4.5% of 410,000 active; AID 1259415; HFF cells, HCMV-luciferase reporter, 72 h; active compounds read low; in the data active means activity change below about -60%; inconclusive means no clear call, values can overlap the other calls; inactive means above about -39%
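Human foreskin fibroblasts infected with luciferase-reporter HCMV at MOI 1 PFU/cell, compounds at two doses. Luciferase measured 72 h post infection; normalized to buffer-only basal and Salinomycin (10uM) controls.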
HCV inh: blocks hepatitis C virus. Huh7.5.1 HCVcc-Cre infection, luciferase reporter, 44 h. Potency, µM (top dose mostly 41.8 µM), for the others: top-dose activity change, negative = inhibition, hits mostly inhibitors. 3.4% of 340,000 active. AID 651820; further: potency means the concentration at half of the fitted maximal effect
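Reporter virus HCVcc-Cre (~0.5 moi) infects cells exposed to compound; seeding density 1,000 cells/well with 4 h settling beforehand. Luminescence, 15 sec read, taken 44 h post-infection following a 15 min RT substrate incubation.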
Sm TGR block: blocks Schistosoma mansoni thioredoxin glutathione reductase; Q962Y6; purified TGR, DTNB reduction, TNB absorbance 405 nm; Potency, µM (highest dose often 114 µM), for the others: top-dose activity change, negative = inhibition, most hits filed as inhibitors; 3% of 360,000 active; AID 485364; further: potency means the concentration at half of the fitted maximal effect; nearly all actives have a fitted effect of over 60% in size
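First, TGR (20 nM dispensed) and NADPH were mixed with compound. Second, a 15 min room-temperature incubation followed. Third, further NADPH and then DTNB were added to start the reaction. Finally, TNB absorbance was monitored kinetically.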
AmpC no deterg: AmpC beta-lactamase inhibition without detergent. 0.52% of 330,000 active. AmpC nitrocefin hydrolysis, absorbance 480 nm, 0.0001% Triton. Potency, µM (doses to about 57.1 µM), for the others: at the top dose activity change, negative = inhibition, most hits filed as inhibitors. AID 485341. P00811;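 further: potency means the concentration at half of the fitted maximal effect; plate controls were no compound for no effect and no enzyme for full effect; nearly all actives have a fitted effect of over 20% in size; some results filed as inactive show a strong effect at the top dose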
Target sequence (P00811 whole entry, looked up): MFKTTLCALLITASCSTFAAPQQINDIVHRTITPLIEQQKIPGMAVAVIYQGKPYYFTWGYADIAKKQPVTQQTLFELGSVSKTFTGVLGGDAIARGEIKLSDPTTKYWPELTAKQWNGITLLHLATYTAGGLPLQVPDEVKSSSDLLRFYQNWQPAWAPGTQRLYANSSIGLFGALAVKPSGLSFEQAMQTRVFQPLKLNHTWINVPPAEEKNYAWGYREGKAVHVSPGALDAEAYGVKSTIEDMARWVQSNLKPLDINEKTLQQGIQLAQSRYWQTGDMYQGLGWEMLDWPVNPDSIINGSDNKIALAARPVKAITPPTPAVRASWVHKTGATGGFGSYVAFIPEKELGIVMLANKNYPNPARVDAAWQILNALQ
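20 mM phosphate pH 7.0 + 0.01% (detergent screen) or 0.0001% Triton X-100; 5.3 nM AmpC reagent; cpd preinc 15 min RT; nitrocefin (800 uM stock) to start; A480 q20 s × 4 min; Activity was normalised to no-enzyme and no-compound control wells.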
Giardia FBPA inh: blocks Giardia fructose-bisphosphate aldolase activity | A8B2U2 | purified Giardia FBPA | 0.71% of 290,000 active | Potency, µM (highest dose often 59.6 µM), for inactives: top-dose activity, negative = inhibition, actives largely listed as inhibitors; further: potency means the concentration at half of the fitted maximal effect; nearly all actives have a fitted effect of over 55% in size
Target sequence (A8B2U2 whole entry, looked up): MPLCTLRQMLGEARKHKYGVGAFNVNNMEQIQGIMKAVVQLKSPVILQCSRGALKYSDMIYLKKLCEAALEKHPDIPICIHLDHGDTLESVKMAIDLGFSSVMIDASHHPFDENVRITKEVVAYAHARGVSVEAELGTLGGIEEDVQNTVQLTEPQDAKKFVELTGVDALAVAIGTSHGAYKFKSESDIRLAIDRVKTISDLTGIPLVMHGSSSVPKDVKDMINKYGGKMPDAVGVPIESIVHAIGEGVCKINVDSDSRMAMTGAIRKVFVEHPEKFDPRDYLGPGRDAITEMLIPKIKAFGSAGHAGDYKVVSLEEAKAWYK
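Giardia FBPA (40 nM reagent) was preincubated 10 min at RT with compound (up to 57.5 uM final), then substrate plus GAPDH/TPI/NAD/arsenate coupling system with diaphorase/resazurin was added; resorufin fluorescence (525/598 nm) was read after 20 min.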
AmpC detergent: AmpC beta-lactamase inhibition with detergent present; P00811; AmpC hydrolysis of nitrocefin, absorbance 480 nm, 0.01% Triton; Potency, µM (top dose mostly 114 µM), inactives show at the top dose activity change, negative = inhibition, actives largely listed as inhibitors; 0.041% of 370,000 active;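 further: potency means the concentration at half of the fitted maximal effect; 0% = no-compound wells and -100% = no-enzyme wells; nearly all actives have a fitted effect of over 25% in size; some results filed as inactive show a strong effect at the top dose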
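20 mM phosphate pH 7.0 + 0.01% (detergent screen) or 0.0001% Triton X-100; 5.3 nM AmpC reagent; cpd preinc 15 min RT; nitrocefin (800 uM stock) to start; A480 q20 s × 4 min; Activity was normalised to no-enzyme and no-compound control wells.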
The depositor's hits bear a star; ? = inconclusive; · = no result given; & = joins results of further samples; [ ] = another dose, or the depositor's remark. Unless noted, the call rests on the fitted dose curve; in most records, active means well fitted curve in the direction sought with a large enough effect; inconclusive means small, poorly fitted or top-dose-only effect, or another doubt; inactive means no such curve, though single readings can be large; an effect the other way counts as inactive or inconclusive. Unless noted, on the % scale 0 is the no-effect control and ±100 the full control effect.

SMILES	HCMV inh	HCV inh	Sm TGR block	AmpC no deterg	Giardia FBPA inh	AmpC detergent
O=C(O)c1ccccc1NSc1ccccc1[N+](=O)[O-]	21	1%	0%	-23%	26%	-8%
COc1ccc(NC(=O)c2c[nH]c(=O)n(-c3ccc(C)c(C)c3)c2=O)cc1OC	-1	16%	5%	-8%	3%	5%
Nc1ccc(Cc2ccc(N)c(O)c2)cc1O	?	1%	40µM*	-48%	?	-10%
O=C(Nc1cccnc1)c1cccnc1Cl	15	8%	-8%	-10%	-1%	-1%
Cc1ccc(CSCC(=O)N(C)CC(=O)Nc2ccccc2C(F)(F)F)cc1	?	-1%	-5%	20%	·	-1%
CCCN(Cc1ccccc1)S(=O)(=O)c1ccc(N2C(=O)CCC2=O)cc1	32	5%	3%	69%[activator]	9%	-13%
COc1ccc2nc(SCCOC(=O)Nc3ccc(Cl)cc3)nc(C)c2c1	-7	?	8%	15%	-2%	8%
COC(=O)C1=NNC2(c3ccc(C)cc3)C(=O)N(c3cccc(C)c3C)C(=O)C12 (centres undefined)	12	0%	-11%	-45%	-1%	-14%
CCC(Sc1nc2c(sc3ccccc32)c(=O)n1CCCC(=O)NC1CCCC1)C(=O)Nc1cccc(OC)c1 (centres undefined)	-8	·	1%	·	·	0%
CCOC(=O)C1=C(C)N=C2SC(CC)C(=O)N2C1c1cccc(F)c1 (centres undefined)	-18	7%	-1%	4%	13%	7%
CC(C)CCN1CCN(Cc2cccc(-n3cccn3)c2)CC1CCO (centres undefined)	15	-9%	11%	-10%	-3%	3%
CC1(C)Oc2ccc(C(=O)NC3CCCC3)cc2N(CC(=O)NC2CCCC2)C1=O	0	-7%	4%	-15%	0%	-4%
COc1ccc(OCCCC(=O)OC(C)C(=O)Nc2cccc(C(C)=O)c2)cc1 (centres undefined)	-2	-3%	0%	17%	·	3%
CCOC(=O)[C@H](O)[C@@H](O)c1cccc([C@H](O)[C@@H](O)C(=O)OCC)c1	-21	0%	-15%	-10%	5%	?
COc1ccc(Nc2nc3c(C)cccn3c(=O)c2C=O)cc1	7	?	-3%	-10%	2%	-7%
COc1cccc(CC(=O)N2CCCC(CO)(Cc3ccc(F)cc3F)C2)c1 (centres undefined)	12	5%	3%	72%[activator]	4%	-11%
Cc1ccccc1N1CCN(C2CCCN(C(=O)CCc3c(C)noc3C)C2)CC1 (centres undefined)	-5	?	1%	192%[activator]	2%	2%
CN(C)C(=O)C1C2NC(=S)N(c3cccc(Cl)c3)C1(C)Oc1ccc(Cl)cc12 (centres undefined)	24	12%	-1%	138%[activator]	-6%	1%
N/C(=N\OC(=O)c1ccco1)c1ccccc1	-31	-29%	-15%	-7%	4%	-22%
CNC(=O)CC1C(=O)N(c2ccc(Cl)cc2)C(=S)N1NC(=O)c1cccc(F)c1 (centres undefined)	-24	-5%	8%	-1%	?	-2%
NCCCC[C@@H]1NC(=O)c2cc([N+](=O)[O-])cc(I)c2SC[C@@H](C(=O)NCC(N)=O)NC(=O)CNC1=O	·	-6%[8.37 µM]	2%	-22%	-4%	?
CC(C)c1ccc(NC(=O)CCNS(=O)(=O)c2ccc3c(c2)oc(=O)n3C)cc1	-14	·	7%	·	·	8%
COc1ccc(N(CC(=O)NCCOc2ccccc2)S(=O)(=O)c2ccc(C)cc2)cc1	-6	?	-9%	55%	·	1%
CCC(CO)(C(=O)OC1C[N+]2(C)CCC1CC2)c1ccccc1 (centres undefined)	-29	16%	-4%	-14%	-3%	3%
CCOC(=O)c1cccc(C2=CC(=O)C[C@H](c3ccc(OC)cc3)C2)c1	·	-22%	-2%	-18%	·	6%
Cn1cccc1/C=N/N1CCN(c2ccccn2)CC1	-17	0%	?	1%	-26%	6%
COc1ccc(C/C(N)=N/OC(=O)C(c2ccccc2)c2ccccc2)cc1OC	52	3%	-34%	46%	2%	-1%
Cc1cc(/C=C2\NC(=S)N(C)C2=O)ccc1N1CCCC1	0	?	8%	-29%	-6%	9%
COc1ccc(N2CCN(CCCNC(=O)C3COc4ccccc4C3)CC2)cc1 (centres undefined)	-14	·	-1%	·	·	17%
COc1cccc(CNC(=O)Cn2c(=O)nc(-c3ccccc3F)c3cc(Cl)ccc32)c1	16	·	-4%	·	·	8%
CCOC(=O)c1cnc(C(C)(C)C)[nH]c1=O	-24	-15%	0%	-9%	-9%	0%
CCN1CCC2(CC1)C(C#N)=C(N)Oc1c2sc2nc(C)cc(C)c12	11	10%	?	13%	-20%	3%
COc1cc(-c2c(-c3cccc(C)c3)oc3ccccc23)cc(OC)c1OC	-26	?	-4%	25%	-3%	-15%
CCOC(=O)c1c(S(=O)(=O)NCC(=O)NCc2cccc(C)c2)c(C)n(C)c1C	?	0%	0%&0%	11%	0%	-4%&-2%
CC(C)N(C(=O)CSc1nc2c([nH]1)c(=O)n(C)c(=O)n2C)c1ccccc1	-11	-13%	6%	-7%	?	-7%
COc1ccc(OC)c(S(=O)(=O)N2CCN(C(=O)c3cc(C4CC4)nn3-c3ccccc3)CC2)c1	8	?	-2%	138%[activator]	·	?
CCN1/C(=C/c2ccc3cc(C)ccc3[n+]2C)Sc2ccc3sccc3c21	-96*	?	-9%[57.1 µM]	-13%	7%	-4%
Cc1c(Cl)cccc1NC(=O)COC(=O)Cc1ccsc1	25	12%	13%	-19%	·	-2%
C=CCN(c1ccccc1)S(=O)(=O)c1cccc(C(=O)N2CCCC2)c1	-26	-8%	-1%	36%	·	-11%
CCOc1ccc(CN2C(=O)c3ccccc3Sc3ccc(C(=O)NCc4ccc5c(c4)OCO5)cc32)cc1	26	·	0%	·	·	6%
O=C(NNc1cccc(Cl)n1)c1cccnc1Cl	31	8%	-1%	-6%	-28%	-7%
Cc1ccc(CNC(=O)CSc2ccc(-c3ccccn3)nn2)cc1	3	-5%	10%	-12%	-14%	6%
O=C(NCCNC(=O)C1CC2CCC1C2)C1CC2CCC1C2 (centres undefined)	-10	1%	-6%	-10%	4%	-9%
CN(CCOc1ccccc1)CC(=O)Nc1ccc([N+](=O)[O-])cc1Cl	-25	?	0%	-16%	-5%	2%
CC(C)Oc1ccc(CNC(=O)Cn2c(-c3cccs3)cc3ccccc32)cc1	12	·	1%	·	·	2%
Cn1c[n+](C)cc1/C=N/O	-1	3%	16%	-12%	-1%	?
COc1cc2ccccc2cc1C(=O)Nc1ccc(N2CCN(C)CC2)cc1	6	13µM*	11%	65%[activator]	1%	0%
O=C(N1CCOCC1)N1c2ccccc2Sc2ccccc21	?	-13%	2%	77%[activator]	-3%	-10%

Looked up by structure from above, 7 records:
SMILES	HCMV inh	HCV inh	Sm TGR block	AmpC no deterg	Giardia FBPA inh	AmpC detergent
CC(C)Oc1ccc(CNC(=O)Cn2c(-c3cccs3)cc3ccccc32)cc1	12	·	1%	·	·	2%
COc1cc2ccccc2cc1C(=O)Nc1ccc(N2CCN(C)CC2)cc1	6	13µM*	11%	65%[activator]	1%	0%
CCN1/C(=C/c2ccc3cc(C)ccc3[n+]2C)Sc2ccc3sccc3c21	-96*	?	-9%[57.1 µM]	-13%	7%	-4%
Cc1c(Cl)cccc1NC(=O)COC(=O)Cc1ccsc1	25	12%	13%	-19%	·	-2%
O=C(N1CCOCC1)N1c2ccccc2Sc2ccccc21	?	-13%	2%	77%[activator]	-3%	-10%
CN(CCOc1ccccc1)CC(=O)Nc1ccc([N+](=O)[O-])cc1Cl	-25	?	0%	-16%	-5%	2%
O=C(NNc1cccc(Cl)n1)c1cccnc1Cl	31	8%	-1%	-6%	-28%	-7%

New compounds follow.
SMILES	HCMV inh	HCV inh	Sm TGR block	AmpC no deterg	Giardia FBPA inh	AmpC detergent
O=C(Nc1cccc2nsnc12)c1cccs1	61&72	?	5%&2%	-48%&-17%	-14%	?
CCOc1ccc(NC(=O)CNS(=O)(=O)c2c(C)cc(C)cc2C)cc1	-12	5%	4%	-16%	4%	-2%
O=C1c2ccc(Cl)cc2S(=O)(=O)c2cccc(C(=O)N3CCC(Cc4ccccc4)CC3)c21	-27	?	?	48%	·	7%
CC(C(=O)Nc1ccc(S(=O)(=O)N2CCOCC2)cc1)N1CCN(c2ccccn2)CC1 (centres undefined)	-4	13%	1%	-11%	0%	-11%
CC(C)CCn1c(SCc2cccc(F)c2)nc2ccsc2c1=O	6	·	4%	·	·	9%
Cn1c(N)c(C(c2ccccc2)c2c(N)n(C)c(=O)n(C)c2=O)c(=O)n(C)c1=O	12	18%	-7%	-7%	2%	-1%
COc1cc(NC(=O)CSc2nccc(=O)[nH]2)c(C)cc1[N+](=O)[O-]	5	1%	·	-16%	7%	0%
O=C1c2ccccc2C(=O)N1CCCc1nc(-c2ccccn2)no1	9	14%	6%	-10%	-1%	0%
O=C(Cc1ccon1)c1ccc(O)cc1O	-26	5%	7%	-19%	3%	-2%
Cc1ccc(NC(=O)c2cc3nc(-c4ccccc4)cc(-c4ccccc4)n3n2)cc1	-2	·	5%	·	·	9%
CC(C)Cc1nnc(NC(=O)C2CCN(C(=O)c3ccc(F)cc3)CC2)s1	-7	-22%	-3%	16%	·	?
CCN(CC)CCCN=Cc1c(O)n(Cc2ccccc2)c(=O)c2ccccc12	45	?	-20%	77%[activator]	10%	-7%
Cc1ccccc1NC(=O)C1CCN(S(=O)(=O)c2c(C)noc2/C=C/c2ccco2)CC1	-16	·	-35%	·	·	3%
COc1ccc(NC(=O)CC(C)S(=O)(=O)c2cc3c(cc2C)NC(=O)CO3)cc1OC (centres undefined)	-5	·	1%	·	·	-2%
CCOc1ccccc1NC(=O)c1cn(C2CCCC2)c(=O)c2c1c1ccccc1n2C	?	·	-2%	·	·	7%
O=C(CSc1nc2ccccc2nc1Cc1ccc(Cl)cc1)N1CCCc2ccccc21	26	·	-3%	·	·	22%
CCOc1ccccc1N1CCN(C(=O)c2cc(-c3cccnc3)nc3c(Cl)cccc23)CC1	·	-4%	-11%	13%	·	-14%
Cc1cccc(C(=O)Nc2ccc3nc(SCC(=O)N4CCCC4)sc3c2)c1	-28	·	-2%	·	·	-4%
O=C1CCC(C(=O)N2CCSCC2)CN1CCc1ccccc1 (centres undefined)	-30	9%	-6%	18%	·	-6%
CCOc1ccc(Nc2nc(-c3cccnc3)cs2)cc1	50	15%	0%	-17%	-5%	-3%
CC(C)(C)OC(=O)C[C@@H]1C/C=C\C[C@@H](CC(=O)NCCO)C(=O)NC[C@@H](c2ccccc2)OC1=O	-11	5%	·	90%[activator]	·	·
CC(=O)N1CCN(c2ccccc2NC(=O)c2ccco2)CC1	29	-14%	5%	-2%	-1%	4%
COc1cccc(C(=O)NC2(C(F)(F)F)N=C3SCCN3C2=O)c1 (centres undefined)	8	-3%	23%	-14%	5%	-4%
CCn1c(=O)c2cc(C(=O)Nc3ccccc3OC)sc2c2ccccc21	0	?	-1%	1%	0%	-2%
